# Jurkat NFkB inh: lowers PMA/ionomycin-induced NF-kB signal in Jurkat cells. PMA/ionomycin-induced NF-kB luciferase reporter, luminescence. inhibition, % at 4 µM. 330,000 tested, 0.53% active. AID 435003; in the data active = inhibition above about 50%
# XBP1 UPR activ: activators of adaptive arm of unfolded protein response (XBP1); 330,000 tested, 0.33% active; activation, % at 20 µM; CHO-XBP1 luciferase reporter, IRE1-XBP1 UPR activation, luminescence; percent of tunicamycin response, DMSO as zero;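 active = versus positive control, 20 µM dose yields 30% or more activation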;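 note: 100% = tunicamycin at 10 µg/mL and 0% = DMSO only wells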
#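 Material: CHO-XBP1 cells stably carrying IRE1-XBP1-driven luciferase reporter / Amount: 1000 cells per well / Compound: 20 µM, 1% DMSO / Times: 6 h treatment, 37 °C / Detection: luciferase luminescence / Measure: % activation of reporter signal versus tunicamycin and DMSO controls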
# Mdm2 MdmX PPI: inhibitors of human Mdm2/MdmX interaction | 330,000 tested, 3% active | SaOS-2 split-luciferase Mdm2/MdmX complementation, luminescence | inhibition, % at 8 µM | AID 485346 | O15151+Q00987;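 active = inhibition of at least 50% at 8 µM in the primary screen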
# Target sequence (O15151 whole entry, looked up): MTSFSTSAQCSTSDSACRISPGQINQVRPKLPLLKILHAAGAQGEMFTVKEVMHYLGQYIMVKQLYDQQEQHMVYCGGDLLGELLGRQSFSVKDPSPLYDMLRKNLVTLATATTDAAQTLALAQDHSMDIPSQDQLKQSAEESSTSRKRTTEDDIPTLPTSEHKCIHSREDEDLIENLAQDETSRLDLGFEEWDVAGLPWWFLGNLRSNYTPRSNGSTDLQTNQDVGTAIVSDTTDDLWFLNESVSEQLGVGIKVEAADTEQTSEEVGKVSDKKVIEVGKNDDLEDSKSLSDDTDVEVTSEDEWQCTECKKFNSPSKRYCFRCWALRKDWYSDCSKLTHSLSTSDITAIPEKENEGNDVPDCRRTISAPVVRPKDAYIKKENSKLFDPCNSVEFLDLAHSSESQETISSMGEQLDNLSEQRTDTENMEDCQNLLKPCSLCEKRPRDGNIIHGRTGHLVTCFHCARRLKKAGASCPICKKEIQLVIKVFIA
# Target sequence (Q00987 whole entry, looked up): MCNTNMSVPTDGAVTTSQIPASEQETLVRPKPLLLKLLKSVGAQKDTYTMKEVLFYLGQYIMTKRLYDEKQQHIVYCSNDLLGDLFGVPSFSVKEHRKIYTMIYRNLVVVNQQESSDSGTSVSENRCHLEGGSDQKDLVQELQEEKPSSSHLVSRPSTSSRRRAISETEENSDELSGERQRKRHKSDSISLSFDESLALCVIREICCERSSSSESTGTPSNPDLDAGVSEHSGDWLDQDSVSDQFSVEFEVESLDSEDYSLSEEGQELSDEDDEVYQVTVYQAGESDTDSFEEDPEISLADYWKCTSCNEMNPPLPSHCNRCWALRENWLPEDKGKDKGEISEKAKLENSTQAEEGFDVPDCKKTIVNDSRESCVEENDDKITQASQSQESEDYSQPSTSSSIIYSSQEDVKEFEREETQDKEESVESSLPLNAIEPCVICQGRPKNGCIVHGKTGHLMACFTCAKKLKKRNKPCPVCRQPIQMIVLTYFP
# TIM10 inh: inhibits growth of TIM10 yeast strain; S. cerevisiae TIM10 strain growth, BacTiter-Glo luminescence, 24 h; inhibition, % at 10 µM; 330,000 tested, 1.4% active;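 active = inhibition of 40% or more at the single tested concentration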;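 note: wild-type TIM10 isogenic control strain grown at permissive 25 °C; 0% = DMSO yeast wells and 100% = minimal medium wells without yeast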
# 697 NFkB inh: inhibitors of the PMA/ionomycin-induced NF-kB reporter in 697 B cells | 697 B-cell NF-kB luciferase reporter, 16 h | inhibition, % at 4 µM | 330,000 tested, 0.33% active | AID 435022; in the data active = inhibition above about 35%
# tim10-1 inh: growth inhibitors of tim10-1 mutant yeast | S. cerevisiae tim10-1 ts strain growth, BacTiter-Glo, 24 h | inhibition, % at 20 µM | 330,000 tested, 2.2% active | AID 463190;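 active = inhibition of at least 40%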;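 note: mutant grown at 25 °C; 0% = DMSO wells with yeast and 100% = wells holding no yeast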
# tim23-1 inh: growth inhibitors of tim23-1 mutant yeast | S. cerevisiae tim23-1 growth, BacTiter-Glo luminescence, 24 h | inhibition, % at 20 µM | 330,000 tested, 1.3% active;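 active = growth inhibition of the mutant yeast at or above 50%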;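 note: temperature-sensitive mutant grown at 25 °C; plate controls were DMSO-treated mutant yeast for no effect and medium wells lacking yeast for full effect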
# CHOP UPR activ: activators of apoptotic arm of unfolded protein response (CHOP); CHO-CHOP luciferase reporter, UPR activation, luminescence; percent of tunicamycin response over DMSO baseline; activation, % at 10 µM; 330,000 tested, 0.34% active;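 active = at 10 µM dose, activation of 40% or more, normalized to positive control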;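 note: 100% = tunicamycin at 10 µg/mL and 0% = DMSO alone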
#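 System: CHO-CHOP luciferase reporter cell line; amount: 500 cells/well; buffer or medium: F12 medium containing 10% fetal bovine serum; incubation: 6 h compound exposure at 37 °C after overnight seeding; measured by: luciferase luminescence after 10 min with Steady-Glo reagent; evaluation: % reporter activation, DMSO baseline versus tunicamycin full activation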
# Starred values were filed as active, the others as inactive; nt = no result given.
SMILES,Jurkat NFkB inh,XBP1 UPR activ,Mdm2 MdmX PPI,TIM10 inh,697 NFkB inh,tim10-1 inh,tim23-1 inh,CHOP UPR activ
Cc1ccccc1NC(=O)CCSc1nnnn1-c1ccccc1,1,-1,8,-17,9,16,14,-1.3
CCOc1ccccc1-c1noc(CCCC(=O)NC2CCCCC2)n1,-3,-4,-12,18,-1,6,14,0.2
Cc1ccc(OC(=O)c2ccc(C)c([N+](=O)[O-])c2)cn1,14,4,16,-1,20,8,7,-1.3
O=C(CCC(=O)Nc1ccccc1)NNC(=O)COc1ccccc1,7,1,-10,-11,7,4,5,-1.4
COc1ccc(-c2oc(=O)c3cc(OC)c(OC)cc3c2-c2ccc3c(c2)OCO3)cc1,-25,2,25,-4,15,-5,24,4.6
COc1ccc(-c2cc(C(F)(F)F)nc(SCC(=O)N(C)Cc3cn(C)nc3C)n2)cc1OC,-8,5,6,18,-18,-2,0,0.5
C=CCn1c(-c2cc(-c3ccc(C)cc3)nc3ccccc23)n[nH]c1=S,7,6,-34,40,-9,33,60*,2.0
COc1ccc(NS(=O)(=O)c2cccc(NC(=O)c3ccc(S(=O)(=O)N4CCCCCC4)cc3)c2)cc1,47,1,53*,10,-5,16,6,8.1
CCC(=O)N1CCN(c2ccc(NC(=O)c3ccccc3)cc2)CC1,-13,2,-13,-10,15,6,0,-0.7
C[C@H]1CN=C(Nc2ccccc2)N1CCc1ccc(F)cc1,15,0,-3,-3,11,-12,-6,2.8
CC(=O)NS(=O)(=O)c1ccc(NC(=O)C(Sc2ccccc2)c2ccccc2)cc1 (stereo not drawn),-20,1,14,4,0,6,-4,0.0
COc1cccc(CC(=O)Nc2cc(S(=O)(=O)N3CCOCC3)ccc2N2CCOCC2)c1,3,-2,6,13,12,9,17,-0.4
CCn1cc(C(=O)OCC(=O)Nc2cc(S(=O)(=O)N(C)C)ccc2C)c(=O)c2ccc(C)nc21,-21,-1,7,6,-56,-16,-2,1.0
CCn1cc(C(=O)NCCCN(CC(C)C)CC(C)C)c(=O)c2cc(S(=O)(=O)N(C)C3CCCCC3)ccc21,27,-5,22,10,-26,13,9,1.9
CN(Cc1ccccc1)C(=O)CCS(=O)(=O)c1ccc2c(c1)NC(=O)CS2,-3,-6,4,4,-24,14,18,1.7
O=C(NNC(=O)c1ccccc1O)c1ccc(S(=O)(=O)Nc2ccccc2F)cc1,-16,-1,29,4,-13,9,-10,-1.4
COc1ccccc1CC(NC(C)=O)C(=O)NC1CCN(C(=O)Nc2ccc(F)cc2)CC1 (stereo not drawn),13,-5,10,12,-1,-14,4,0.0
C=CCSc1nnc(NC(=O)Cn2cnc3c2c(=O)n(C)c(=O)n3C)s1,14,1,11,-11,8,8,1,-2.4
O=C(Nc1nsc(-c2ccccc2)n1)c1cccs1,-118,-2,-73,34,-89,33,68*,1.8
CCOC(=O)C1=C(C)NC(=O)NC1c1ccccc1Cl (stereo not drawn),-1,-1,-20,16,2,15,18,0.5
CC(C)c1ccc(N2CC(C)(C)C2=O)cc1,-28,-2,-12,-12,-4,-16,9,1.4
CCCNC(=O)C1CC(c2cccc(F)c2)=NO1 (stereo not drawn),9,0,6,1,21,5,-2,-0.3
CCCCNC(=S)N/N=C/c1ccc(OCC(=O)Nc2c(C)cc(C)cc2C)c(OC)c1,10,1,-31,15,-15,7,3,-1.7
CS(=O)(=O)N1CCCC(C(=O)Nc2ccccc2Cl)C1 (stereo not drawn),-4,-4,-1,-7,-12,-6,7,0.3
Cc1ccccc1NC(=O)Cn1c(=O)oc2ccccc21,-12,-4,18,-9,-25,8,3,-1.9

# 3 entries picked at random from the list so far:
SMILES,Jurkat NFkB inh,XBP1 UPR activ,Mdm2 MdmX PPI,TIM10 inh,697 NFkB inh,tim10-1 inh,tim23-1 inh,CHOP UPR activ
CN(Cc1ccccc1)C(=O)CCS(=O)(=O)c1ccc2c(c1)NC(=O)CS2,-3,-6,4,4,-24,14,18,1.7
Cc1ccccc1NC(=O)CCSc1nnnn1-c1ccccc1,1,-1,8,-17,9,16,14,-1.3
COc1ccc(NS(=O)(=O)c2cccc(NC(=O)c3ccc(S(=O)(=O)N4CCCCCC4)cc3)c2)cc1,47,1,53*,10,-5,16,6,8.1

# Next structures follow.
SMILES,Jurkat NFkB inh,XBP1 UPR activ,Mdm2 MdmX PPI,TIM10 inh,697 NFkB inh,tim10-1 inh,tim23-1 inh,CHOP UPR activ
CCCNC(=O)C(Cc1ccccc1)NS(=O)(=O)c1cccc2nsnc12 (stereo not drawn),-3,-2,-10,3,14,22,16,1.7
Cc1cc(C)n(-c2ccc(Cl)c(C(=O)OCC(=O)N3CCCCC3C)n2)n1 (stereo not drawn),12,-2,15,0,9,13,14,-0.6
CCOC(=O)C1=C(COC(=O)CCOc2ccc(OCC)cc2)NC(=O)NC1C (stereo not drawn),4,2,-16,-2,8,-1,7,1.2
COc1cc(/C=C/C(=O)OCC(=O)NC(=O)NC(C)(C)C)ccc1O,12,2,-2,11,-21,5,18,-2.4
CC1CCN(C(C)C(=O)Nc2cc(S(=O)(=O)N3CCCCC3)ccc2Cl)CC1 (stereo not drawn),-5,-2,0,18,-20,23,27,0.2
Cc1c(C)c2ccc(OCC(=O)NCCCn3ccnc3)c(C)c2oc1=O,4,-3,14,-4,-1,22,17,1.6
Cc1ccc(C(=O)NC(C(=O)NC2CCCC2)c2ccccc2)cc1 (stereo not drawn),2,-2,26,-3,3,9,8,-2.4
COc1cc2c(cc1OC)C(c1cc([N+](=O)[O-])ccc1O)NCC2 (stereo not drawn),-2,1,22,-2,15,5,-10,-0.6
COc1cc(CN(C)C)cc(C=O)c1O,-32,-2,-4,13,-49,32,10,1.2
Cc1ccc(S(=O)(=O)NC(=O)Nc2ccc(N(C)C)cc2)cc1,-97,-3,32,8,-133,14,13,1.2
O=S(=O)(NCCCc1ccccc1)c1ccc(Cl)cc1,-10,-1,-8,13,11,20,35,2.9
CC(C)(C)NC(=O)C(c1ccc(-c2ccccc2)cc1)N(C[C@H]1CC[C@@H]([C@@H]2CC[C@H](CO)O2)O1)C(=O)c1ccc(-c2ccccc2)cc1 (stereo partly drawn),nt,15,88*,-5,14,17,32,10
Cc1ccc(C)c(NC(=O)CS(=O)(=O)c2cccc3nsnc23)c1,-6,-1,-14,-7,12,-2,17,0.8
CCCCN1C(=O)c2ccc(C(=O)NC3(C)CCS(=O)(=O)C3)cc2C1=O (stereo not drawn),-13,-2,1,-1,-13,7,17,1.0
O=C(CCc1nc(-c2ccccc2)c(-c2ccccc2)o1)OCc1ccc(Br)cc1,11,-1,11,-16,-4,24,-1,-0.1
CN1C2CCC1CC(NC(=O)c1cc(Cl)cc3[nH]cnc13)C2 (stereo not drawn),18,1,16,-5,-15,1,9,2.9
Cc1cccn2c(=O)c3cc(C(=O)NCCC4=CCCCC4)n(C)c3nc12,-1,10,55*,-1,-7,1,7,1.1
COc1ccc(C(C(=O)NC2CCCC2)N(C(=O)c2ccoc2C)c2ccccc2)cc1 (stereo not drawn),-7,-1,-1,20,-18,40,28,-0.7
CCN1CC(CN(C)Cc2nc(-c3ccc(Cl)cc3)no2)CC1=O (stereo not drawn),0,-1,3,-2,-1,12,5,-0.3
Cc1cc(=O)oc2c(C)c(OC(=O)c3ccco3)ccc12,-6,-1,12,26,-8,18,13,1.6
COc1ccccc1N1CCN(C(=O)C2CCN(S(=O)(=O)c3ccccc3F)CC2)CC1,-1,-3,-14,13,13,15,23,1.7
O=C(CCNS(=O)(=O)c1ccc(OC(F)(F)F)cc1)NCCc1c[nH]c2ccccc12,-2,-4,9,-1,-20,1,6,-1.8
O=C(CNC(=O)c1ccccc1)N/N=C/c1cn[nH]c1-c1ccccc1,10,-1,-5,-1,-14,0,7,-1.3
COc1cc(C(F)(F)F)nc(-c2ccccn2)n1,2,3,13,1,-3,7,3,1.1
COc1ccc(NC2CCCN(C(=O)C3=NN(C)C(=O)CC3)C2)cc1OC (stereo not drawn),4,-1,9,5,4,23,14,0.4

# (listing goes on)
SMILES,Jurkat NFkB inh,XBP1 UPR activ,Mdm2 MdmX PPI,TIM10 inh,697 NFkB inh,tim10-1 inh,tim23-1 inh,CHOP UPR activ
CN(C)c1ccc(/C=[N+](\[O-])C(C)(C)/C=N/O)cc1,4,-2,-2,-8,15,1,4,-0.1
Cc1ccccc1N(Cc1ccccc1F)S(C)(=O)=O,0,0,-4,-7,11,18,4,-1.3
COCC(C)n1c(SC(C)C(=O)NC2CCCCC2C)nc2ccccc2c1=O (stereo not drawn),-8,-2,7,17,-18,11,24,3.9
CCOCc1c(C(=O)Nc2ccccc2N2CCN(C)CC2)oc2ccccc12,1,-2,25,7,-13,2,-1,-0.6
CC(=O)N1c2ccc(S(=O)(=O)NCCC(=O)NC3CCCCCC3)cc2CC1C (stereo not drawn),15,-10,1,-2,8,19,13,3.1
COc1ccc(CCNC(=O)CN2c3cccc4cccc(c34)S2(=O)=O)cc1,20,-1,12,-16,4,-13,-1,-0.6
O=S(=O)(c1ccc(N2CCCCCC2)nc1)N1CCCC1,-10,1,9,28,-9,25,13,1.5
O=C(CCc1ccccc1)Nc1ccc(S(=O)(=O)NC2=NCCCCC2)cc1,4,0,6,0,5,6,9,1.9
Nc1cc(=O)[nH]c(SCC(=O)Nc2ccc(F)c(Cl)c2)n1,4,-1,4,14,-12,-8,-3,1.5
O=C(Cc1ccccc1F)Nc1cccc(S(=O)(=O)N2CCOCC2)c1,-3,-1,-1,-1,-6,9,14,-0.3
Cc1[nH]n(C(N)=S)c(=O)c1N=Nc1cccc(Cl)c1,-37,-3,-33,8,-82,-12,2,0.8
CCOc1ccc(N2C(=O)/C(=C/c3cccs3)N(CC(=O)OC)C2=S)cc1,-21,-3,-21,18,-23,30,21,1.9
CCn1cc(S(=O)(=O)Nc2cc(F)ccc2C)cn1,-18,0,-5,1,-2,23,12,-2.4
O=C(c1cc(COc2cccc3cnccc23)on1)N1CCC(c2ccccc2Cl)C1 (stereo not drawn),13,-4,27,12,-15,51*,32,-1.8
C=CCOc1nc(N2CCCC2)nc(N2CCCC2)n1,-8,1,-7,24,-14,27,32,-0.7
O=C(NCc1ccc2c(c1)OCO2)C1CCCN1S(=O)(=O)c1ccc(F)cc1 (stereo not drawn),4,0,16,4,12,14,7,0.7
COc1cccc(/C=N/NC(=O)C(c2ccncc2)N2CCOCC2)c1 (stereo not drawn),9,-3,7,15,4,-1,8,0.5
COCCNC(=O)c1ccccc1NC(=O)C1COc2ccccc2O1 (stereo not drawn),3,0,6,-14,-4,12,11,-0.3
Cc1ccc(C(=O)Nc2nc3ccc(S(C)(=O)=O)cc3s2)s1,-97,0,-8,-9,-45,7,-8,3.3
COc1ccc(-c2nnn(Cc3ccccc3)n2)cc1,-76,5,-75,-9,-71,-5,10,4.4
Cc1cc(NC(=O)NC2(C(F)(F)F)Oc3ccc(Cl)cc3O2)no1 (stereo not drawn),16,7,5,2,-71,19,36,1.7
COC(=O)c1cccc(NC(=O)CSc2nnc(C3CC3)n2C)c1,9,0,1,1,3,-9,-12,0.6
O=C(NCCN1CCc2ccccc2C1)Nc1ccc([N+](=O)[O-])cc1,10,-2,19,12,13,-6,-1,-1.8
Cn1cccc1C(C#N)(CC#N)c1cccc(F)c1C#N (stereo not drawn),-2,0,9,13,11,15,-5,0.0

# Among those listed so far, these have a nitro group on carbon.
SMILES,Jurkat NFkB inh,XBP1 UPR activ,Mdm2 MdmX PPI,TIM10 inh,697 NFkB inh,tim10-1 inh,tim23-1 inh,CHOP UPR activ
Cc1ccc(OC(=O)c2ccc(C)c([N+](=O)[O-])c2)cn1,14,4,16,-1,20,8,7,-1.3
COc1cc2c(cc1OC)C(c1cc([N+](=O)[O-])ccc1O)NCC2 (stereo not drawn),-2,1,22,-2,15,5,-10,-0.6
O=C(NCCN1CCc2ccccc2C1)Nc1ccc([N+](=O)[O-])cc1,10,-2,19,12,13,-6,-1,-1.8

# Assay outcomes deposited in PubChem by Sanford-Burnham Center for Chemical Genomics.
